# EBI2 block: blocks human EBI2 receptor beta-arrestin signaling. P32249. EBI2 beta-arrestin recruitment, luminescence, 7a,25-OHC stimulated. inhibition, % at 5 µM. 360,000 tested, 0.81% active. AID 651636; in the data active means inhibition above about 38%;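 further: enzyme fragment complementation signal reports receptor beta-arrestin coupling in cells; 0% = agonist plus DMSO wells and 100% = wells without agonist; some results beyond the cut were filed as inactive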
# 697 NFkB inh: inhibitors of the PMA/ionomycin-induced NF-kB reporter in 697 B cells; 697 B-cell NF-kB luciferase reporter, 16 h; inhibition, % at 4 µM; 330,000 tested, 0.33% active; AID 435022; in the data active means inhibition above about 35%
# Gli-Sufu block: antagonists of Gli-Sufu signaling; Sufu-KO-LIGHT fibroblasts, Gli luciferase reporter luminescence; 340,000 tested, 0.74% active; inhibition, % at 5 µM;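 active means inhibition above about 55%, limit read from the data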;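 further: 0% = DMSO-treated cells and 100% = wells with medium but no cells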
# Jurkat NFkB inh: inhibitors of the PMA/ionomycin-induced NF-kB reporter in Jurkat cells; AID 435003; PMA/ionomycin-induced NF-kB luciferase reporter, luminescence; 330,000 tested, 0.53% active; inhibition, % at 4 µM; in the data active means inhibition above about 50%
# CXCR6 inh: inhibitors of human CXCR6 receptor | O00574 | CHO-K1 PathHunter CXCR6 beta-arrestin, luminescence | inhibition, % at 20 µM | 360,000 tested, 0.36% active; in the data active means inhibition above about 34%, passing the limit was not always enough;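 further: antagonist mode with CXCL16 agonist at 10 nM final; 0% = 10 nM CXCL16 with DMSO and 100% = unstimulated wells without agonist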
# Target sequence (O00574 whole entry, looked up): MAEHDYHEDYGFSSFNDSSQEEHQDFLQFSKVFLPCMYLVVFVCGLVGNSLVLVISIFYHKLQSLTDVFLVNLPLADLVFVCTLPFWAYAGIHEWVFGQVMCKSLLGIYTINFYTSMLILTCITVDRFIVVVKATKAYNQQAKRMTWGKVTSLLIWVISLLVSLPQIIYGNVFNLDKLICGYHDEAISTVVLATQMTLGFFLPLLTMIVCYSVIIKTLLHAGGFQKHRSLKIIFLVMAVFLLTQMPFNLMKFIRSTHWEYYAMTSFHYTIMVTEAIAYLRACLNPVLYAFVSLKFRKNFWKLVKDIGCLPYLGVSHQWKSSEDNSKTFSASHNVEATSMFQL
# UBC13 inh: human UBC13 polyubiquitination inhibition | P61088 | UBC13 polyubiquitin chain formation, TR-FRET | inhibition, % at 20 µM | 330,000 tested, 0.47% active; in the data active means inhibition above about 45%, passing the limit was not always enough; inconclusive means no clear call, values can overlap the other calls
# Target sequence (P61088 whole entry, looked up): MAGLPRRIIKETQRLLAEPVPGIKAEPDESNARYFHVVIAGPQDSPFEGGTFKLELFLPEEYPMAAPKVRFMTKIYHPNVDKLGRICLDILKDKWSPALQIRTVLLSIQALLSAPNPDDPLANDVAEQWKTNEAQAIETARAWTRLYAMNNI
# APJ antagonist: APJ receptor antagonism; P35414; CHO-K1 APJ beta-arrestin complementation, luminescence; inhibition, % at 20 µM; 330,000 tested, 0.32% active;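 active means inhibition above about 40% at 20 µM, limit read from the data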;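 further: cells challenged with 10 nM apelin-13 agonist together with compound; plate controls were apelin-13 plus DMSO wells for no effect and DMSO wells lacking apelin-13 for full effect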
# CCR6 antag: CCR6 (human) receptor antagonism; P51684; CHO-K1 CCR6 PathHunter beta-arrestin, luminescence, CCL20-stimulated; inhibition, % at 20 µM; 340,000 tested, 0.49% active;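 active means compounds whose inhibition of the agonist-driven luminescence signal at 20 µM reaches about 50%, limit read from the data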;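 further: cells stimulated with CCL20 at 14 nM final; plate controls were DMSO with CCL20 for no effect and DMSO without agonist for full effect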
# Target sequence (P51684 whole entry, looked up): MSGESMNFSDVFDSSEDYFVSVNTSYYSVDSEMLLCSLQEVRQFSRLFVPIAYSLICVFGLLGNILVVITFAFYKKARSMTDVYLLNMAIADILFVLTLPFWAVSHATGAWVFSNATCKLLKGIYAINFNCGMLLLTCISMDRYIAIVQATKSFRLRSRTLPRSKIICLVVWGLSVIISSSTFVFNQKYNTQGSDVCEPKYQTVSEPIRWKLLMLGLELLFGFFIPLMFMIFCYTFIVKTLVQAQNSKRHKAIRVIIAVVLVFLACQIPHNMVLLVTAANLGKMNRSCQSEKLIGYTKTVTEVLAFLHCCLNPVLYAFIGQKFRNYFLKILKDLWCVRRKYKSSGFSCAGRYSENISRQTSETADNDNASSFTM
# The depositor's hits bear a star; ? = inconclusive; / = no result given.
# Values in the order – EBI2 block	697 NFkB inh	Gli-Sufu block	Jurkat NFkB inh	CXCR6 inh	UBC13 inh	APJ antagonist	CCR6 antag
CCCCn1nc(C(=O)OCC(=O)Nc2sccc2C(N)=O)c2ccccc2c1=O
→ 5	16	-33	-2	-10	10	-36	-2
COc1cc(/C=C/c2nc3ccc([N+](=O)[O-])cc3s2)ccc1OCC(=O)O
→ /	13	/	-1	/	-10	-5	/
NCCCCCNC(=O)c1nc[nH]c1C(=O)NCC(=O)OCc1ccccc1
→ -7	16	11	-1	-17	13	9	3
Cc1cc(OCC(O)CN2CCN(c3ccccn3)CC2)cc(C)c1Cl (stereo unspecified)
→ 6	-5	15	-7	-12	-7	1	-3
N#Cc1ccccc1OCCn1cncn1
→ -1	-18	-7	11	-8	-3	-21	2
CN1CCN(C(=S)Nc2ccc([N+](=O)[O-])cc2)CC1
→ 6	-8	-8	6	4	-3	-1	-16
O=C(O)c1nnn(-c2cccc(C(F)(F)F)c2)c1-c1ccccc1
→ 1	6	3	-10	1	4	12	-3
CC(C)c1nc2sc3c(=S)nc[nH]c3c2c2c1CCC2
→ 10	-14	7	-10	-7	19	-2	4
Cc1ccccc1Nc1nc(N)nc(CSc2nc3ccccc3c(=O)n2C)n1
→ -18	-24	31	2	-6	?	-11	-16
CCn1c(Cc2ccccc2)nnc1SCC(=O)Nc1ccc2c(c1)OCO2
→ -8	-20	-1	2	5	-5	-12	13

# Three compounds out of the list above, ordered by the number in CXCR6 inh, descending.
molecule,CXCR6 inh
N#Cc1ccccc1OCCn1cncn1,-8
CCCCn1nc(C(=O)OCC(=O)Nc2sccc2C(N)=O)c2ccccc2c1=O,-10
NCCCCCNC(=O)c1nc[nH]c1C(=O)NCC(=O)OCc1ccccc1,-17

# (next part)
# Values in the order – EBI2 block	697 NFkB inh	Gli-Sufu block	Jurkat NFkB inh	CXCR6 inh	UBC13 inh	APJ antagonist	CCR6 antag
O=C(OCCNC(=O)c1ccc2ccccc2n1)c1cccnc1
→ -5	21	6	8	2	6	12	-1
COc1ccc2oc(C)c(C(=O)c3ccc(C)cc3)c2c1
→ 2	-12	-17	-8	-1	8	6	5
COC(=O)CCC(=O)NNC(=O)C1CC1(c1ccccc1)c1ccccc1 (stereo unspecified)
→ -8	11	-3	-1	2	2	16	2
COc1ccc(NC(=O)CCCNS(=O)(=O)c2cccs2)cc1
→ -13	12	0	7	-9	-4	5	-13
CCOC(=O)C1=C(C)NC(=O)NC1c1ccc2c(c1)OCCO2 (stereo unspecified)
→ -2	-11	-5	-9	-3	-9	3	-10
COC(=O)c1cc(-c2ccc(OC)c(OC)c2)c2c(=O)[nH]c(=O)n(C)c2n1
→ -7	3	/	-3	2	7	-6	15
Cc1ccccc1-c1nnc(SCC#N)o1
→ -1	-4	-2	-2	0	-6	12	1
CC(=O)Nc1ccc(S(=O)(=O)NNC(=O)NC23CC4CC(CC(C4)C2)C3)cc1
→ 3	-12	-5	-7	3	-4	13	1
CCCNc1nc2c(c(=O)n(C)c(=O)n2C)n1CCC(C)C
→ -6	-25	-14	5	-1	0	-7	-21
O=C(NC1CCCC1)c1ccc(CS(=O)(=O)Cc2ccccc2Cl)o1
→ -1	-13	2	12	6	-7	-6	13
CC1CCCC(C)N1C(=O)c1cc(-c2ccco2)on1 (stereo unspecified)
→ -7	3	12	9	-11	5	-14	3
Cc1c(C)c2cc(Cl)c(OCC(=O)N3CCN(c4ccc(F)cc4)CC3)cc2oc1=O
→ 12	-1	-9	9	-6	-1	-12	5
COC(=O)CSc1nnc(CNC(=O)c2ccc(OC)c(OC)c2)n1C
→ 0	-11	-4	7	1	-8	12	7
O=C(c1cc(COc2ccc3ncccc3c2)on1)N1CCC[C@H]1CO
→ -10	-28	42	8	-4	3	-2	5
Cc1cc(C(=O)N2CCc3ccccc3C2)n[nH]1
→ -2	-3	-10	-2	-5	-2	-8	-4
O=C(CS(=O)(=O)Nc1ccc(F)cc1Cl)Nc1ccc(F)cc1Cl
→ -9	-6	21	-28	-10	-2	-1	1
Cc1nnc(SCC(=O)N2CCN(S(=O)(=O)c3ccccc3)CC2)[nH]c1=O
→ 7	4	-6	-12	10	6	5	14
CC(C)c1csc(CN2CCCC(CNC(=O)c3cccc4ccccc34)C2)n1 (stereo unspecified)
→ 5	1	22	3	-2	0	-31	8
O=C1C=C(c2ccc(F)nc2)C[C@@H](c2ccc3c(c2)OCO3)C1
→ 7	13	-2	9	-4	7	6	5
CCOc1ccc(C2C=C(c3ccc(C)cc3)Nc3ncnn32)cc1 (stereo unspecified)
→ /	-3	/	6	/	14	-33	/
Cc1ccc(C(=O)C(C)OC(=O)Cn2c(C)csc2=O)cc1 (stereo unspecified)
→ -10	-3	-29	7	2	3	-25	11
CC(C)CNC(=O)c1cc2nc(C3CC3)cc(C(F)(F)F)n2n1
→ -2	-35	-5	-12	-3	-2	-14	1
CCC(C)[C@H](NC(=O)NCc1ccc(OC)c(OC)c1)C(=O)O (stereo partly specified)
→ 5	12	9	3	-2	-1	-7	-8
CCc1ccccc1N(CC(=O)NC1CCCC1)C(=O)CNC(=O)c1cccs1
→ -2	11	-24	-1	-1	3	20	8
COc1ccc(S(=O)(=O)NCC2CCCN(C(=O)CNC(C)=O)C2)cc1 (stereo unspecified)
→ -5	-21	-2	6	4	4	-8	-1
CCOC(=O)c1ccc(NC(=O)NC2CCN(CC(=O)NCc3ccc4c(c3)OCO4)CC2)cc1
→ 2	-9	4	9	-1	-7	14	21
COC(=O)c1ccc(C2OCC(C)(C)CO2)cc1
→ 0	7	-15	-29	-2	-2	-15	-14
Cc1cc(=O)n2nc(N3CCCC(C(=O)Nc4ccc(C)c(C)c4)C3)sc2n1 (stereo unspecified)
→ -7	-5	4	9	-5	2	2	13
O=C(N/N=C/c1c[nH]c2ccccc12)c1cc2ccccc2o1
→ 22	4	-20	-22	1	-1	-16	12
Cc1ccnc(SCc2ccc([N+](=O)[O-])cc2)n1
→ 5	-13	-16	3	-3	4	20	6
Nc1nnc(SCC(=O)N2CCc3ccccc32)n1-c1ccccc1
→ -4	9	-13	0	-2	0	5	13
C=CCN1C(=O)S/C(=C\c2ccc3c(c2)n(C)c(=O)n3C)C1=O
→ 1	8	7	-9	-3	1	-26	-12
COc1cc(-c2nnc(Cn3cc(C(F)(F)F)ccc3=O)o2)cc(OC)c1OC
→ -5	8	13	6	-4	-2	-3	-9
Cc1cc(Br)c(NC(=O)c2ccccc2[N+](=O)[O-])cc1C
→ -9	-32	1	-22	-4	-13	22	10
CCn1cc(NC(=O)Nc2ccccc2C(=O)OC)c(C(N)=O)n1
→ -20	20	0	4	-6	-5	-15	2
O=C(NCCNC(=O)c1ccc(F)cc1)c1ccc(F)cc1
→ -8	18	3	11	5	0	7	7
Cc1nnc(SCC(=O)NC2CCCCC2)n(N)c1=O
→ 6	20	1	1	4	4	5	-5
Nc1ccc2nn(-c3cc([N+](=O)[O-])ccc3O)nc2c1
→ -7	-33	2	-17	11	-20	-20	15
O=C(c1ccc(S(=O)(=O)N2CCCCC2)cc1)N1CCCC(C(F)(F)F)C1 (stereo unspecified)
→ 0	5	-1	-17	-2	-2	-5	2
CC(C)C(NC(=O)c1ccccc1)C(=O)OCn1nnc2ccccc2c1=O (stereo unspecified)
→ -13	6	/	8	-1	-11	6	-2
COc1cccc(/C=N/NC(=O)c2cnccn2)c1O
→ 8	-2	-6	2	2	-7	-1	2
C/C(=N/NS(=O)(=O)c1ccc(C(C)C)cc1)c1ccncc1
→ -5	-4	8	19	-5	-3	-5	2
Cc1ccc(C(=O)NC(C)C2CCCO2)o1 (stereo unspecified)
→ 3	9	6	-1	-2	4	-22	-6
O=C(O)c1cc(-c2ccc3c(c2)OCO3)nc2ccccc12
→ -7	-17	-6	-12	6	-2	-3	-9
O=C(CCn1cnc(-c2ccccc2)c1-c1ccccc1)N/N=C/c1ccccc1O
→ -4	-14	0	26	-4	11	5	12
CCN(Cc1ccccc1)S(=O)(=O)CCNC(=O)c1ccc(OC)cc1
→ 4	-1	-16	-15	6	4	1	10
C/C(=N\NC(=O)c1cccnc1)c1nnn(-c2nonc2N)c1C
→ -1	16	-9	2	0	0	12	-2
Cc1c(C)c2ccc(OCC(=O)Nc3ccc(N4CCC(C)CC4)cc3)cc2oc1=O
→ 19	-28	18	33	2	2	-8	-5
COc1c(C)cc(S(=O)(=O)N2CCOCC2)c(C)c1C
→ 3	13	-10	-5	-5	3	-3	-4
CCC(C)COC(c1ccccc1)(c1ccccc1)C(Oc1nc(C)cc(C)n1)C(=O)O (stereo unspecified)
→ -5	-4	-1	7	-6	-23	14	4

# Carrying on:
# Values in the order – EBI2 block	697 NFkB inh	Gli-Sufu block	Jurkat NFkB inh	CXCR6 inh	UBC13 inh	APJ antagonist	CCR6 antag
COc1ccc(NC(C)=O)cc1S(=O)(=O)Nc1cccc(S(=O)(=O)NC2=NCCC2)c1
→ -2	10	1	3	1	10	17	4
CCc1cccc2c(C(=O)C(NC(C)CC)c3ccccc3)c[nH]c12 (stereo unspecified)
→ 17	23	27	6	7	79*	-3	7
[2H]C([2H])(CCOS(N)(=O)=O)c1ccccc1
→ -11	10	11	8	-3	5	-83	-1
Cc1cc(N/C=C/C(=O)c2cccs2)ccc1F
→ 11	-125	-94	-111	8	4	11	9
COc1cc(/C=C/C(=O)O)cc(S(=O)(=O)N2CCCc3ccccc32)c1OC
→ 5	15	6	6	5	5	2	1
COC(=O)c1ccc(CSc2nc3sc4c(c3c(=O)n2C)CCCC4)o1
→ -1	-18	-1	-2	4	-8	-11	14
Cc1ccc2c(c1)nnn2C1CCN(CC(=O)Nc2ccccc2N2CCOCC2)CC1
→ 29	-2	12	-8	5	15	8	7
CC(Nc1cccnc1)=C(C#N)C#N
→ -6	-5	-8	-6	0	4	-3	14
COc1cc(OC)c(OC)cc1/C=N/NC(=O)c1ccc(CSc2nc(C)cc(C)n2)cc1
→ -4	5	-10	-1	-2	15	6	13
CCCOc1ccc(C(=O)CCC(=O)Nc2ccc(N3CCN(C)CC3)cc2)cc1
→ 1	-42	11	-8	-3	10	-58	-1
COc1ccc(N2CCN(S(=O)(=O)CCNC(=O)C34CC5CC(CC(C5)C3)C4)CC2)cc1
→ 1	-4	11	3	-2	1	9	40
Cc1cccc(OCC(=O)NCc2ccccc2)c1
→ 2	1	3	4	2	1	-6	12
O=C(Nc1cccc(S(=O)(=O)NC2=NCCCCC2)c1)c1cccnc1Cl
→ 6	20	4	2	-2	4	7	7
O=[N+]([O-])c1c(Nc2ccccc2O)cc(N2CCOCC2)c2nonc12
→ 20	-17	5	-9	14	-15	21	22
COc1ccc(-c2cn(-c3ccc(C)c(Cl)c3)c(=S)[nH]2)cc1OC
→ 7	-17	5	-11	-6	1	-3	6
COc1cccc(-c2cc(C(=O)NC3CC3)c3ccccc3n2)c1
→ -7	0	6	-2	0	-1	-11	3
Cc1cc(OCCCC(=O)N2CCCCC2)cc(C)c1Cl
→ 9	11	-13	8	-6	5	1	7
CCCCN(C)C1CCN(C(=S)Nc2cccc(OC)c2)CC1
→ 0	15	-9	6	3	16	3	5
CNC(=O)[C@H]1O[C@@H](n2cnc3c(NCc4cccc(I)c4)ncnc32)[C@H](O)[C@@H]1O
→ -2	14	-3	-5	2	5	-1	1
CCOc1ccc(NC(=O)C(C)NC(=O)c2ccccc2Cl)cc1S(=O)(=O)N1CCCC1 (stereo unspecified)
→ 8	-2	-17	4	-4	2	3	8
COc1cccc(-c2sc3ccc(OC)cc3c2C#CC2(O)CCCCC2)c1
→ 7	-4	-5	-21	1	17	-8	11
Cc1ccc(C)c(OCc2cc(C(=O)N(C)Cc3ccccn3)no2)c1
→ 1	-2	3	-1	2	-2	12	-2
CCNC(=O)c1ccccc1SCc1ccccc1
→ -2	-10	1	-2	9	-9	0	5
COc1ccc(CC(=O)Nc2ccc(S(=O)(=O)N(C)C3CCN(C)CC3)cc2)cc1
→ -7	-6	-4	-9	0	23	10	2
COc1ccc(C(=O)Nc2cc(Cl)ccc2Cl)c(OC)n1
→ -4	-25	-57	-38	-5	10	34	4
COC(=O)c1c(NC(=O)c2ccc(N(C)S(=O)(=O)c3ccc(C)cc3)cc2)sc2c1CCCC2
→ 4	-19	21	-31	10	12	-4	0
